# D2 agonist = agonists of human D2 dopamine receptor | AID 485358 | hit rate 0.53% among 340,000 | activation, % at 2 µM | HEK293 T-REx D2 cells, calcium flux agonist mode;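 active = activation over 3 SD above normal in the single-dose calcium agonist read, cut at about 30% in these data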; also: 0% is about no effect
#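 HEK293 Trex D2 cells, tetracycline-induced, o/n 30 C 5% CO2; no-wash Ca dye, RT 30–90 min; 10-cycle baseline, 23 nl cpd added, kinetic Ca read 180 s; agonist hits = positive Ca response.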
# IDH1 R132H inh = inhibitors of human mutant IDH1 R132H | O75874 | IDH1-R132H enzyme, NADPH consumption, diaphorase/resazurin fluorescence | Potency, µM (doses to about 76.6 µM), inactives show top-dose activity change, negative = inhibition, hits mostly inhibitors | hit rate 0.093% among 390,000 | AID 602179; also: potency is read from the fitted curve at half-maximal effect; % is scaled to controls: 0 for no effect and ±100 for the full control effect; nearly all actives have a fitted effect of over 65% in size
#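 IDH1-R132H (0.5 ug/mL) preincubated 30 min with compound, then NADPH (0.016 mM) and alpha-KG (2 mM) added; 80 min at RT, pH 7.5. Remaining NADPH coupled via diaphorase/resazurin to fluorescence (540/590 nm); concentration-response curves normalized to no-enzyme control.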
# TrxR1 inh = rat TrxR1 inhibition; hit rate 1% among 390,000; Potency, µM (series often up to 114 µM), for the others: top-dose activity change, negative = inhibition, usual class: inhibitors; recombinant rTrxR1, NADPH fluorescence consumption, selenite substrate; O89049; also: potency is read from the fitted curve at half-maximal effect; % is scaled to controls: 0 for no effect and ±100 for the full control effect; nearly all actives have a fitted effect of over 65% in size
# Target sequence (O89049 whole entry, looked up): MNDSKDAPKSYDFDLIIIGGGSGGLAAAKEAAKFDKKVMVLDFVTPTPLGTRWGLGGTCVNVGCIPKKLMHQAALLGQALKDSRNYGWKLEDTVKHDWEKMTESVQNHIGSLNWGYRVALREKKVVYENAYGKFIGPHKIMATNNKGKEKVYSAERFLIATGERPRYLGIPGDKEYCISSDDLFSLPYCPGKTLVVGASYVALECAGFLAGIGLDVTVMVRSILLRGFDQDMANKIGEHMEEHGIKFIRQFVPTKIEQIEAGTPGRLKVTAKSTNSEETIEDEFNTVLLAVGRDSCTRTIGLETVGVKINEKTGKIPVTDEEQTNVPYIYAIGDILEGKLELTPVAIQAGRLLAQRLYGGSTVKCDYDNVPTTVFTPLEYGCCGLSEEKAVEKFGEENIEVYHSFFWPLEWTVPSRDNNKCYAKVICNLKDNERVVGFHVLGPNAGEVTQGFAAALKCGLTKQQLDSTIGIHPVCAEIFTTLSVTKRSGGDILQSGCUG
#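 Rat TrxR1 (90 nM in the dispensed reagent) was pre-reduced with 400 uM NADPH for 5 min at room temperature, then incubated with compound for 15 min. After 400 uM selenite was added, NADPH fluorescence (Ex 340/Em 450 nm) was followed for 8 min.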
# Pin1 inh = inhibitors of human Pin1. Q13526. Pin1 FP peptide displacement, HiFluor488, 10 min. Potency, µM (highest dose often 115 µM), inactives show top-dose activity, negative = inhibition, actives largely listed as inhibitors. hit rate 0.009% among 390,000; active = well fitted inhibition curve with a large enough effect in the polarisation, with a control signal flat, not every such curve was filed as active; inconclusive = small, poorly fitted or top-dose-only effect, or effect the other way, or a change in a side signal; inactive = no such curve, though single readings can be large or run the other way; the % refers to the polarisation; also: potency is read from the fitted curve at half-maximal effect; % is scaled to controls: 0 for no effect and ±100 for the full control effect
# Target sequence (Q13526 whole entry, looked up): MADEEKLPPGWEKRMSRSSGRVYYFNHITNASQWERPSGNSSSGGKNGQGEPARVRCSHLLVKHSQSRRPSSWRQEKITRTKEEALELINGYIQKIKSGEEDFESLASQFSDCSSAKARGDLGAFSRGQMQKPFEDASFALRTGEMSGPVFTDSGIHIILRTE
# TrxR1 substrate = substrates of rat thioredoxin reductase 1; purified TrxR1 substrate turnover, NADPH consumption readout; Potency, µM (titrated, usually from 114 µM), without a hit: at the highest dose activity change, negative = substrate turnover; hit rate 0.01% among 390,000; AID 588456; also: potency is read from the fitted curve at half-maximal effect; % is scaled to controls: 0 for no effect and ±100 for the full control effect; nearly all actives have a fitted effect of over 50% in size
#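 Rat TrxR1, dispensed at 90 nM, was prereduced with 400 uM NADPH (final) for 5 min at ~22 deg C, then incubated with compound 15 min before 400 uM selenite. A first-read NADPH fluorescence drop versus no-compound background flagged substrates.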
# D2 antagonist = antagonizes the human D2 dopamine receptor | P14416 | HEK293 TREx D2 cells, calcium flux, dopamine EC80 | inhibition, % at 10 µM | hit rate 2% among 340,000 | AID 485344; in the data active = inhibition above about 30%; also: 0% is about no effect
#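 Overnight-induced (tetracycline, 30 C) HEK293 T-REx cells carrying force-coupled D2 receive a no-wash calcium dye, then compound, then EC80 dopamine at 180 s; signals are read kinetically throughout.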
# USP1 inh = inhibitors of human USP1/UAF1 deubiquitinase | O94782 | hit rate 0.23% among 390,000 | recombinant USP1/UAF1, Ub-Rhodamine cleavage fluorescence | Potency, µM (highest dose often 57.1 µM), for inactives: at the highest dose activity change, negative = inhibition, actives largely listed as inhibitors; also: potency is read from the fitted curve at half-maximal effect; % is scaled to controls: 0 for no effect and ±100 for the full control effect; nearly all actives have a fitted effect of over 60% in size; inactives centre near -12
#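 Step one: compound is pinned into 1nM USP1/UAF1 in HEPES pH 7.8 buffer with TCEP. Step two: 15 min room-temperature incubation. Step three: Ub-Rho (150nM final) starts cleavage, tracked by fluorescence over six one-minute reads.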
# TRHR agonist = TRH receptor (human) agonism; TRHR cells, calcium flux fluo-8, FDSS agonist mode; hit rate 0.18% among 360,000; P34981; AID 493084; activation, % at 2 µM; in the data active = activation above about 30%; also: 0% is about no effect
# Target sequence (P34981 whole entry, looked up): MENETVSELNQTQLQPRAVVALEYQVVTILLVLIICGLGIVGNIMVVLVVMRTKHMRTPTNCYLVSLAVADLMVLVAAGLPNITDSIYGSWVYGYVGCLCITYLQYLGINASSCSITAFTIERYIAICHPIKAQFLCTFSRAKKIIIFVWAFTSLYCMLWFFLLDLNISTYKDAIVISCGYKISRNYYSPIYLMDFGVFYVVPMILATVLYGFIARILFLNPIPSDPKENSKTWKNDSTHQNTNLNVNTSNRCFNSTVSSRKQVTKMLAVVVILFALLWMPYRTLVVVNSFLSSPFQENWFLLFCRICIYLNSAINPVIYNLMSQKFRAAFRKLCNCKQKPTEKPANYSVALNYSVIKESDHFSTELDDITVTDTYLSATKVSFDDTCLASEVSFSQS
#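 TRHR-expressing cells, plated overnight in medium with 10% serum, were loaded with fluo-8 calcium dye at room temperature. After a 10 s baseline, library compound was pin-added and calcium release was recorded kinetically (ex 480/em 530) as agonist response.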
# TRHR enhancer = allosterically enhances the human TRH receptor; enhancement, % at 2 µM; TRHR cells, fluo-8 calcium fluorescence, EC20 TRH enhancement; hit rate 0.66% among 360,000; P34981; in the data active = enhancement above about 30%; also: 0% is about no effect
#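 Enhancer read-out: after compound pinning and an initial kinetic agonist-mode read, an EC20 of TRH (10 nM final) was injected and fluo-8 calcium signal (Ex 480/Em 530) followed at 1 s/cycle for 100 cycles in TRHR-expressing cells.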
# * hit, by the source's call; u = inconclusive; x = not tested or not shown; [ ] = dose if it differs, or a comment. Unless noted, calls follow the shape of the dose curve; as a rule, active = well fitted inhibition curve with a large enough effect; inconclusive = small, poorly fitted or top-dose-only effect; inactive = no such curve, though single readings can be large or run the other way. This is a subset, so the mix of outcomes need not match the whole.
SMILES,D2 agonist,IDH1 R132H inh,TrxR1 inh,Pin1 inh,TrxR1 substrate,D2 antagonist,USP1 inh,TRHR agonist,TRHR enhancer
CC1(C)CC(=O)C=C(c2cccc(Cl)c2O)C1,-0.1,5%,5%[57.1 µM],-3%,5%[57.1 µM],13,-12%,2.3,5
Cc1ccccc1Cn1c(-c2cccs2)nc2ccccc21,0.8,-1%,12%,-4%,35%,x,-14%,-0.4,-3
COc1ccc(OC)c(NC(=O)CS(=O)(=O)Cc2nc(-c3ccccc3C)oc2C)c1,x,6%,-12%[57.1 µM],-3%,5%[57.1 µM],x,-15%,0.2,2
Cc1ccc(-c2cc(C(=O)Nc3c(C)n(C)n(-c4ccccc4)c3=O)[nH]n2)c(O)c1C,-1.4,0%,21%,0%,8%,-7,-17%,-0.6,-2
OC(CNc1ccnc2cc(Cl)ccc12)CNC1CCCCC1 (stereo not drawn),x,-3%,-17%,-4%,-8%,x,-1%,x,x
CCNC(=S)NS(=O)(=O)c1ccc(CC)cc1,0.6,-7%,u,4%,0%,-7,-5%,0.6,3
COc1ccc(NC(=O)Cn2cnc3c(oc4ccccc43)c2=O)cc1OC,-1.2,-7%,7%,47%[activator],-6%,x,u,-0.2,-4
CC(=O)N1CCC2(CC1)CC(=O)c1cc(OCC(=O)N3CCOCC3)ccc1O2,0.3,4%,53%,-1%,245%[activator],-8,-14%,3.1,5
C=CCNc1nc(-c2ccccc2)nc(-n2ccnc2)n1,0.2,-3%,13%,u,5%,1,0%,0.0,6
COc1ccc(CCNC(=O)c2ccc(CSCc3ccc(C)cc3)o2)cc1OC,x,-10%,-16%[57.1 µM],-4%,-9%[57.1 µM],x,-10%,-0.5,-6
Cc1ccc(COc2cccc3c2CCN(Cc2ccc(F)cc2)C3=O)cc1,2.2,0%,-10%,0%,-13%,-3,-9%,2.6,-10
COc1ccccc1NC(=O)COC(=O)Cc1ccc(S(=O)(=O)N2CCCCC2)s1,-0.1,6%,9%[57.1 µM],34%[activator],9%[57.1 µM],-6,-14%,0.3,1
COc1cc(NC(=O)C2CCCCC2)c(OC)cc1NC(=O)CCC(=O)NCc1ccco1,x,8%,1%,-6%,1%,x,-15%,-0.1,-8
CC1CN(C(=O)/C(C#N)=C2\N=C(NC(=O)c3ccccc3Cl)c3ccccc32)CC(C)O1 (stereo not drawn),-0.1,x,x,x,x,59*,x,1.2,11
COc1ccc(NC(=O)CNS(=O)(=O)c2ccc(Cl)cc2)cc1OC,0.4,-3%,-5%,-9%,-7%,-10,-19%,0.0,10
O=C1C=C(Nc2ccccc2C(=O)O)c2ccccc2C1=O,-0.4,26%,40%[activator][57.1 µM],u,2%[57.1 µM],-17,7.9µM*,-0.1,9
Cc1ccc(Cn2ccnc2C(=O)Nc2ccccc2)cc1,-0.4,0%,-2%,17%,0%,-16,-5%,0.9,-4
CCOc1ccccc1C(=O)N1CC(=O)Nc2ccc(C)cc2C1c1ccccc1 (stereo not drawn),1.0,0%,11%,1%,-6%[2.29 µM],x,1%,1.1,-4
CCOC(=O)c1sc(NC(=O)Cc2c(F)cccc2Cl)nc1C,-0.3,5%,16%[57.1 µM],-9%,-7%[57.1 µM],22,-7%,2.5,10
Cc1sc2nc(CSc3ccccc3)nc(NCCN(C)C)c2c1C,-0.4,0%,-3%,2%,-3%,-5,-4%,1.3,0
O=C(NCC(c1ccco1)N1CCc2ccccc2C1)c1ccc(Br)cc1 (stereo not drawn),-0.6,11%,-10%,1%,-8%,21,-22%,0.6,1
COc1cc(OC)cc(C(=O)NCCc2cnc[nH]2)c1,0.6,8%,15%,-8%,7%,26,-22%,0.1,23
Cc1cccc(OC(=O)c2cc(-c3ccc4c(c3)OCCO4)on2)c1,-2.1,4%,2%,22%,-3%,x,u,-2.5,5
Cc1ccc(-n2c(Cc3noc4ccccc34)n[nH]c2=S)cc1,-0.9,1%,-2%[57.1 µM],3%,5%[57.1 µM],18,-18%,-1.7,9

# Entries from the list above that contain two or more sulfur atoms:
SMILES,D2 agonist,IDH1 R132H inh,TrxR1 inh,Pin1 inh,TrxR1 substrate,D2 antagonist,USP1 inh,TRHR agonist,TRHR enhancer
CCNC(=S)NS(=O)(=O)c1ccc(CC)cc1,0.6,-7%,u,4%,0%,-7,-5%,0.6,3
COc1ccccc1NC(=O)COC(=O)Cc1ccc(S(=O)(=O)N2CCCCC2)s1,-0.1,6%,9%[57.1 µM],34%[activator],9%[57.1 µM],-6,-14%,0.3,1
Cc1sc2nc(CSc3ccccc3)nc(NCCN(C)C)c2c1C,-0.4,0%,-3%,2%,-3%,-5,-4%,1.3,0

# More results
SMILES,D2 agonist,IDH1 R132H inh,TrxR1 inh,Pin1 inh,TrxR1 substrate,D2 antagonist,USP1 inh,TRHR agonist,TRHR enhancer
COc1cc(NCCC(=O)c2cccs2)c(OC)cc1Cl,-1.9,4%,18µM*,-7%,8%[57.1 µM],6,-5%,-0.7,-6
COc1ccc(S(=O)(=O)Nc2c(C)n(C)n(-c3ccccc3)c2=O)cc1C(=O)O,-0.4,2%,3%[57.1 µM],2%,3%[57.1 µM],-1,4%,0.7,0
CCc1cc(=O)oc2c(CN3CCCC3)c(O)c(Cl)cc12,0.5,7%,u,-2%,x,1,-4%,-0.2,-2
S=c1[nH]ncn1/N=C/c1cccs1,0.0,-2%,-6%[57.1 µM],-13%,-2%[57.1 µM],-14,-7%,0.2,10
CCCNc1nc2ccccc2n2c(C)nnc12,-0.3,8%,14%,0%,12%[57.1 µM],6,u,-0.6,7
S=c1[nH]nc(C2CCCCC2)n1/N=C/c1ccccc1Cl,-0.3,-11%,10%[57.1 µM],-6%,12%[57.1 µM],13,-27%,-0.9,-7
O=C(Nc1cc(-c2nn(CC(=O)N3CCCCC3)c(=O)c3ccccc23)ccc1N1CCOCC1)c1ccc(Cl)cc1,0.1,-4%,8%,2%,-2%,7,1%,-0.3,-5
CCOc1ncccc1C(=O)Nc1ccc(S(=O)(=O)Nc2nc(C)cc(C)n2)cc1,0.0,3%,-11%,-3%,-9%,-34,-8%,0.0,4
CCC(OC(=O)c1nsc(Cl)c1Cl)C(=O)NCc1cccs1 (stereo not drawn),0.1,0%,4%,-4%,-2%,-1,-17%,-0.4,1
NC(=O)c1ccc[n+](CC(=O)c2ccc(NC(=O)c3ccccc3)cc2)c1,-1.0,1%,9%[57.1 µM],6%,4%[57.1 µM],12,-13%,-0.2,-4
COc1ccc(-c2nc(C)c(C(C)=O)n2O)cc1OC,-0.5,0%,-6%,7%,-13%,27,-26%,0.4,4
CC(C)(C)n1ncc2c(=O)n(Cc3c(Cl)cccc3Br)cnc21,0.8,x,-16%,0%,-9%,-6,x,-0.2,-2
O=S(=O)(c1ccc2nc(-c3ccccc3)[nH]c2c1)N1CCN(c2ccc(Cl)cc2)CC1,2.7,0%,3%,12%,0%,-1,-7%,1.4,1
COc1ccc(NC(=O)CN2CCN(CC(=O)Nc3ccc(OC)cc3)CC2)cc1,0.4,1%,10%,0%,2%,-8,-5%,0.0,7
COc1ccc2nccnc2c1[N+](=O)[O-],-1.6,-2%,10%,-2%,0%,-6,-19%,-0.1,-6
COCCCNC(=O)c1ccc([N+](=O)[O-])cc1,0.3,6%,-21%,-7%,-10%,-7,-17%,0.5,-2
CCOc1ccc(NC(=O)CC2C(=O)N(c3ccccc3)C(=O)N2CCOC)cc1 (stereo not drawn),-0.6,14%,-7%[57.1 µM],0%,-6%[57.1 µM],0,-9%,-0.3,2
Cc1ccccc1Nc1ncnc2c1cnn2-c1ccccc1,-1.5,-5%,32%,u,18%,-2,-23%,-1.7,6
COc1ccc2[nH]cc(CCNC(=O)c3ccc([N+](=O)[O-])cc3)c2c1,1.0,0%,-9%,7%,-12%,2,-26%,-0.2,-4
COc1ccc(S(=O)(=O)N2CCCOC2CNC(=O)C(=O)NCc2ccncc2)cc1 (stereo not drawn),0.5,2%,8%,-2%,5%,-2,-13%,-0.5,-10
CCN(CC)CCCNc1ncnc2c1cnn2-c1ccc(C)c(C)c1,0.3,-4%,7%[57.1 µM],5%,13%[57.1 µM],x,-11%,0.6,-2
Cc1cc(NC(=O)Nc2cccs2)no1,0.8,9%,-1%,-3%,-3%,7,-12%,0.0,-1
CC(C)(C)NC(=O)c1cccc(NC(=O)c2ccco2)c1,-0.4,5%,29%[57.1 µM],-10%,13%[57.1 µM],-20,-14%,0.4,2
CSc1c[n+]2c(n1C)CCC2,0.4,2%,12%,-4%,4%,5,-3%,0.9,18
CCOC(=O)C(=O)/C(=C\N(C)C)c1onc(-c2c(F)cccc2Cl)c1C(=O)OC,-2.1,2%,10%[57.1 µM],4%,9%[57.1 µM],-14,-15%,0.4,1
COC(=O)c1sc(C(C)(C)C)cc1CS(=O)(=O)c1ccccn1,-1.2,-4%,46%,-7%,5%,-23,-15%,0.2,-2
O=C(OCC(=O)N1CCC(c2ccccc2)=N1)c1ccc([N+](=O)[O-])s1,0.4,0%,-10%,-2%,-9%,-9,-6%,0.7,0
CCc1ccccc1N1CC(c2nc3ccccc3n2CCOc2ccc(Cl)c(C)c2)CC1=O (stereo not drawn),-1.2,18%,-2%,26%,-6%,x,-9%,-1.2,6
CCN1C(=O)C(C)S/C1=N\S(=O)(=O)c1ccc(F)cc1 (stereo not drawn),-0.8,-2%,-3%,0%,-5%,17,-5%,0.3,6
Cn1nccc1C(=O)NC1CCCc2c1cnn2-c1cc(F)cc(F)c1 (stereo not drawn),2.8,9%,5%,-3%,-4%,-13,-9%,0.7,2
COc1ccc(Nc2ncnc3c2cnn3Cc2ccccc2)cc1OC,-0.4,0%,17%,-9%,-3%,5,-13%,-1.2,-8
COC(=O)c1ccc(NC(C)=O)o1,-0.8,4%,23%[57.1 µM],-2%,8%[57.1 µM],-9,1%,0.6,6

# From PubChem BioAssay
